S100A4 inh HTS = S100A4-myosin IIA interaction inhibition | P26447 | S100A4/TAMRA-MyoIIA peptide fluorescence polarization | inhibition, % at 10.7 µM | actives 0.14% (n = 360,000) | AID 652163;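 active = mean inhibition of at least 70% across replicates, with every replicate also reaching that level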
Target sequence (P26447 whole entry, looked up): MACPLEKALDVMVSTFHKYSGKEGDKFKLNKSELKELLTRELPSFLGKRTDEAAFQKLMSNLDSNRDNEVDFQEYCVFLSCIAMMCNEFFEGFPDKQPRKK
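incubation = readout 5 min after mixing, signal stable up to 60 min | system = S100A4 monomer protein | buffer or medium = HEPES pH 7.2 with CaCl2, KCl, NaCl, DTT, Triton | benchmarks = neutral control DMSO, positive control TFP | also added = fluorescent myosin IIA peptide, 5 nM | compound dosing = one concentration per compound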
Cneo AK release = Cryptococcus neoformans lysis via adenylate kinase release; actives 0.2% (n = 360,000); AID 651654; lysis activity, % at 15 µM; C. neoformans lysis, adenylate kinase release luminescence, 4 h; normalised: neutral wells 0, clomiphene wells 100;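 active = mean lysis activity across replicates of at least 80%, whatever share of replicates individually reach that level; inactive = mean lysis activity below 80%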
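Material – log-phase Cryptococcus neoformans yeast cells · Input – 5 × 10^6 yeast cells/mL · Medium – fresh YPD growth medium · Doses – single compound concentration per well · Timing – static 4 h at 37 °C with compound, 1 h detection · Detection – adenylate kinase release luminescence · Read-out – signal increase indicating cell lysis · Control set – Clomiphene as positive lysis control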
PGC1a acetyl inh = lowers PGC1a acetylation signal in U2OS cells; actives 0.17% (n = 350,000); AlphaScreen anti-acetyl-lysine; with virally co-expressed GCN5 acetyltransferase; inhibition, % at 15.6 µM; AID 651687;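 active = every replicate shows inhibition of at least 40%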;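 note: 0% = neutral control wells and 100% = positive control wells; some results beyond the cut were filed as inactive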
XiGFP reactiv = reactivates the inactive X chromosome in mouse fibroblasts; XiGFP mouse fibroblasts, % GFP-positive cells imaging, 3 d; cells co-treated with 5-aza-dC sensitizer; scaled so ellipticine positive control = 100%; actives 0.055% (n = 360,000); AID 743238; activation, % at 7.58 µM;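 active = mean normalized replicate activation at least 10% and every replicate at or above 10%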;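 note: 0% = median of on-plate neutral control wells and 100% = ellipticine 6 µM median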
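Material: XiGFP fibroblasts, SV40-immortalized; Buffer or medium: DMEM containing 5-aza-dC; Compound dosing: single point; Times: 3 days compound exposure.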
C2C12 statin = protects C2C12 myotubes from simvastatin toxicity. ATP luminescence, 48 h; scaled: DMSO 0, geranylgeraniol control 100. AID 602340. actives 0.78% (n = 330,000). rescue of ATP level, % at 7.49 µM;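 active = mean ATP rescue above about 67%, or every replicate alone reaching that limit, limit read from the data, passing the limit was not always enough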;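 note: myotubes were challenged with 10 µM simvastatin during compound exposure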
LGR2 inh = inhibitors of bursicon-induced Drosophila LGR2 receptor cAMP signaling; actives 0.35% (n = 380,000); inhibition, % at 9.99 µM; HEK293 LGR2, CRE-luciferase, bursicon-stimulated, 4 h;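 active = drop in luminescence signal, shown as inhibition above about 50% in the replicate tests, limit read from the data, passing the limit was not always enough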;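 note: agonist challenge used bursicon conditioned medium at about half maximal strength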
SIRT5 block = inhibitors of human sirtuin-5 desuccinylase. Purified SirT5, succinyl-peptide AMC, trypsin-coupled fluorescence. inhibition, % at 15 µM. actives 1.1% (n = 330,000). Q9NXA8; in the data active = inhibition above about 15%
Target sequence (Q9NXA8 whole entry, looked up): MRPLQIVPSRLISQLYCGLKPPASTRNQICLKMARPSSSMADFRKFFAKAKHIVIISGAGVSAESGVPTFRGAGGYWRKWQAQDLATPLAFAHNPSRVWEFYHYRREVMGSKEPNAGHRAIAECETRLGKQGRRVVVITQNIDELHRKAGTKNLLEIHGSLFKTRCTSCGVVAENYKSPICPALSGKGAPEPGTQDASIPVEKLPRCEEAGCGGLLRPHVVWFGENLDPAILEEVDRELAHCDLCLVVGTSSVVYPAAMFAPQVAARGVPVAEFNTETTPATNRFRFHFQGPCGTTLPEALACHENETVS
ERAP1 HTS inh = ERAP1 (human) enzyme inhibition; inhibition, % at 10.7 µM; actives 0.15% (n = 340,000); recombinant ERAP1, Leu-AMC fluorescence, 60 min; Q9NZ08;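 active = mean replicate inhibition of at least 30%, or all replicates individually reaching that 30% level; inactive = mean below 30% and not every replicate reaching it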;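 note: 0% = neutral control wells and 100% = L-leucinethiol positive control wells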
Starred values were filed as active, the others as inactive; x = no result given; & = joins results of further samples. Some of the compounds tested (hit frequency here may not be typical).

compound	Cneo AK release	XiGFP reactiv	SIRT5 block	C2C12 statin	PGC1a acetyl inh	S100A4 inh HTS	LGR2 inh	ERAP1 HTS inh
Cc1ccc(C(O)c2ncc(-c3ccccc3F)[nH]2)cc1F (centres undefined)	-2.0	0.0	x	x	x	-1.2	-15.1	2.7
Cc1cc(NC(=O)C2CC(=O)N(c3cccc(Cl)c3)C2)no1 (centres undefined)	-0.3	0.2	-1.9	7.9	x	-1.8	-10.0	1.0
CN(C)CCCNC(=O)C[C@@H]1CC[C@@H]2[C@H](COc3ccc(NC(=O)NC4CCCC4)cc3C(=O)N2C)O1	2.8	0.1	-4.3	10.0	-4.7	9.4	-15.0	0.4
COc1ccc(-c2onc3ccc(C(=O)/C=C/N(C)C)cc23)cc1	4.2	0.0	-6.6	15.4	x	-19.9	-38.8	0.8
CC(C)(C)CNC(=O)c1cccc2c1C(=O)c1ccc(-c3cc4ccccc4o3)cc1S2(=O)=O	-1.7	0.0	x	-81.5	-4.4	-2.1	-14.0	2.4
O=C(CC1C(=O)NCCN1Cc1ccccc1C(F)(F)F)NCCN1CCOCC1 (centres undefined)	3.4	0.0	-1.5	-6.7	-16.0	5.7	9.4	0.2
C[C@@H]1CN([C@@H](C)CO)C(=O)CCCn2cc(nn2)CO[C@H]1CN(C)C(=O)c1cc(-c2ccccc2)on1	-1.9&4.4	-0.1&-0.4	1.0&-1.1	4.4&7.0&7.1	35.9&3.0&-4.0	-1.0&-6.0	-16.2&-7.3	-3.6&-0.2
COc1ccc(-c2cc(C(=O)N3CCN(c4ccccc4O)CC3)c3ccccc3n2)cc1	-1.4	0.0	-3.0	-9.9	2.2	5.9	-37.6	0.5
COc1ccc(N2CCN(CC(=O)NC(=O)NCc3ccccc3)CC2)cc1	-0.1	0.0	-0.5	3.2	-8.4	8.2	3.9	3.8
C[C@H](CO)N1C[C@H](C)[C@H](CN(C)S(=O)(=O)c2ccccc2)Oc2ccc(NC(=O)Nc3cccc4ccccc34)cc2CC1=O	0.3	-1.6	2.8	1.0	-6.2	-0.9	-11.9	-6.0
O=c1c2ccccc2cnn1Cc1n[nH]c(=S)n1-c1ccc(F)c(Cl)c1	-1.3	0.0	-4.0	x	14.9	4.4	-1.2	2.3
O=S(=O)(c1ccc(Cl)cc1)N1CCC(O)(CN2CCN(Cc3ccccc3)CC2)CC1	x	0.0	-3.5	x	-5.4	-8.0	-14.0	-5.7

An excerpt of these results, with values under each structure.
Values run as follows: Cneo AK release, XiGFP reactiv, SIRT5 block, C2C12 statin, PGC1a acetyl inh, S100A4 inh HTS, LGR2 inh, ERAP1 HTS inh
CN(C)CCCNC(=O)C[C@@H]1CC[C@@H]2[C@H](COc3ccc(NC(=O)NC4CCCC4)cc3C(=O)N2C)O1
 : 2.8, 0.1, -4.3, 10.0, -4.7, 9.4, -15.0, 0.4
COc1ccc(N2CCN(CC(=O)NC(=O)NCc3ccccc3)CC2)cc1
 : -0.1, 0.0, -0.5, 3.2, -8.4, 8.2, 3.9, 3.8

Further records follow.
compound	Cneo AK release	XiGFP reactiv	SIRT5 block	C2C12 statin	PGC1a acetyl inh	S100A4 inh HTS	LGR2 inh	ERAP1 HTS inh
CNC(=O)C[C@H]1CC[C@H]2[C@@H](COc3ccc(NC(=O)Nc4cccc(C)c4)cc3C(=O)N2C)O1	5.8	0.0	-3.1	12.0	-0.6	6.2	10.0	2.3
Cc1ccc(S(=O)(=O)Nc2ccc3c(c2)C(=O)N([C@@H](C)CO)C[C@H](C)[C@H](CN(C)C(=O)Nc2ccc(F)cc2)O3)cc1	0.5	-0.8	5.4	-8.5	6.3	-2.8	-24.4	4.0
C[C@H]1CN([C@@H](C)CO)C(=O)c2cccc(NS(=O)(=O)c3ccc(F)cc3)c2O[C@@H]1CN(C)Cc1ccc(C(=O)Nc2ccccc2N)cc1	x	-0.1	x	x	3.2	-0.2	-0.2	0.0
CC(C)CNC(=O)c1ccccc1NC(=O)c1ccc(CN2CCOCC2)cc1	4.6	x	-0.1	2.6	3.2	-8.1	-6.3	3.6
O=C(N/N=C/c1ccoc1)c1ccccc1	-3.3	1.7	1.4	4.0	x	-7.6	7.5	0.6
C#CCn1cc(CNC[C@H]2O[C@@H](n3cnc4c(=O)[nH]c(N)nc43)[C@H](O)[C@@H]2O)c2ccccc21	-0.1	0.0	-3.3	-5.3	-4.2	-3.9	2.7	1.0
COCCCN1C(=O)C(CC(=O)NCc2cccc3ccccc23)CC(C(=O)N2CCCCCC2)=C1C (centres undefined)	x	0.1	x	x	x	-4.0	2.7	-0.7
CC1CCCCN1Cc1c(O)ccc2c(=O)c(-c3ccc(Br)cc3)coc12 (centres undefined)	0.3	0.3	-9.9	-5.0	x	-5.0	-3.5	-3.1
COC(=O)c1ccc(NC(=O)C2CCCN(S(C)(=O)=O)C2)cc1 (centres undefined)	2.4	0.2	0.0	-3.8	-2.4	2.7	27.2	5.1
Cc1noc(C)c1S(=O)(=O)Nc1ccc2c(c1)CC(=O)N([C@H](C)CO)C[C@H](C)[C@H](CN(C)Cc1ccc(C(=O)O)cc1)O2	-0.9	0.3	0.2	17.0	5.3	-25.8	4.6	0.0
O=S1(=O)c2c(F)cccc2O[C@@H](COCc2ccccc2)CN1CCc1ccc(F)cc1	-1.8	0.0	-6.3	-12.7	-41.9	-7.8	-4.2	2.0
CN(C)c1nc(Cl)nc(NCCOc2ccccc2)n1	1.7	0.0	x	x	14.9	-5.4	-12.8	10.6
CN(CC(=O)Nc1ccc(OC(F)(F)F)cc1)C(=O)Cn1c(=O)cnc2ccccc21	-1.3	0.3	-2.4	5.0	6.7	-2.6	-2.5	-3.2
CC(NC(=O)c1cc(COc2c(F)cccc2F)on1)c1cnn(-c2ccccc2)c1 (centres undefined)	-0.7	0.1	0.0	2.9	-12.5	-2.4	-22.5	-5.1
CCN(Cc1ccccc1)C(=O)Nc1c(Cl)cccc1Cl	x	-0.1	x	x	x	-0.4	14.0	-0.3
COc1ccc(C(=O)N/N=C\c2coc3ccc(C)cc3c2=O)cc1	1.1	0.2	-0.5	-0.3	x	-3.7	23.5	0.2
CCN(CC)c1c(C)nc2ccc(C(=O)Nc3cc(-c4ccccc4)ccc3OC)cn12	4.3	0.2	-3.0	-58.5	0.2	-0.4	4.4	13.5
CCc1ccc(C(O)c2ncc(-c3ccccc3OC)[nH]2)cc1 (centres undefined)	1.1	0.4	0.6	0.3	-17.4	-2.7	7.9	-1.9
COc1ccc(NC(=O)C2Cc3c(-c4ccc5c(c4)OCO5)ccnc3O2)cc1OC (centres undefined)	-1.7	0.4	x	-6.7	-9.9	11.1	4.7	2.2
O=C(NC(=S)NCCC1=CCCCC1)c1ccco1	x	0.0	-0.7	x	x	-0.6	-78.1	2.5
COc1ccccc1NC(=O)N(C)C[C@H]1OCc2cnnn2CCCC(=O)N([C@H](C)CO)C[C@@H]1C	-1.8&39.2&15.1	-0.1&0.3	-1.7&-0.6&0.8	3.0&11.6&-17.1	-7.3&2.1	-2.2&0.3&14.5	8.9&3.2	-0.2&-1.2&0.0
COc1ccc(-c2cnc3c(c2)C(=O)N([C@@H](C)CO)C[C@@H](C)[C@@H](CN(C)Cc2cccnc2)O3)cc1	5.7	0.5	-2.4	1.3	12.7	5.8	7.8	0.0
CCOc1ccc(NC(=O)c2ccco2)cc1S(=O)(=O)N1CCCC1	-3.7	-0.1	-1.7	3.6	x	-1.1	-8.4	3.0
CCCCC(CC)C1OCC(CN2CCCCC2)O1 (centres undefined)	x	0.0	-2.7	x	x	-5.0	0.7	x
CN(C(=O)CC1C(=O)NCCN1Cc1cccc(F)c1F)C1CCOCC1 (centres undefined)	5.8	0.1	-6.0	-5.0	x	0.8	7.1	3.0
CCOc1ccc(C(=O)NCC(=O)N2CCC3CCCCC3C2)cc1OCC (centres undefined)	-0.2	0.0	5.0	18.4	x	-4.5	-2.0	0.0
O=C(CCN1CCOCC1)NC1CCCN(Cc2ccccc2F)C1 (centres undefined)	1.6	-0.2	0.2	-2.7	x	2.3	5.8	-2.4
Cc1ccc(C(=O)NC(C(=O)NC2CCCC2)c2ccccc2)cc1 (centres undefined)	2.3	0.0	-3.2	20.3	-3.6	-3.7	4.5	-0.2
CN(C)CCCN(C(=O)CCS(=O)(=O)c1ccccc1)c1nc2cc3c(cc2s1)OCO3	8.7	4.6	1.5	-14.5	27.4	4.7	21.5	4.1
CCc1ccc2[nH]c(O)c(N=NC3=NC(=O)CS3)c2c1	-0.9	-0.2	9.4	x	3.7	-2.8	2.4	3.5
CCN1C[C@@H]2[C@@H]3C(=O)N(C)C(=O)[C@@H]3[C@](C)(C1=O)N2C(=O)c1ccc(C(C)(C)C)cc1	3.8	0.0	-2.3	-16.9	x	3.6	13.3	-4.9
OCCCNCc1ccc(N(c2ccccc2)c2ccccc2)cc1	7.4	0.0	-4.7	-4.2	27.4	1.7	13.1	2.6
O=C(C[C@H]1C[C@@H]2c3cc(NC(=O)NC4CCCCC4)ccc3O[C@@H]2[C@@H](CO)O1)NCc1ccncc1	0.6	0.0	-3.1	0.8	-2.3	0.6	-12.5	-4.0
CCS(=O)(=O)c1nc(S(=O)(=O)c2ccc(Cl)cc2)c(N2CCCC2)s1	-13.9	0.0	-3.8	20.6	-31.7	-4.0	-3.5	1.4
COCC(=O)Nc1ccc2c(c1)OC[C@H](C)N(C(=O)COC)C[C@@H](C)[C@H](OC)CN(C)C2=O	-1.8	-0.2	x	-15.5	0.8	1.7	24.4	-1.3
O=C(Nc1cc(Cl)ccc1N1CCOCC1)c1cnccn1	-2.0	x	-2.5	x	4.6	0.2	-9.4	3.1
COc1ccc2[nH]c3c(c2c1)CCN1C(=O)C(CC(=O)NCCCn2ccnc2)C[C@H](C(=O)N2CCCCC2)[C@@]31C (some centres undefined)	-0.4	-0.2	-5.3	1.0	x	0.6	-3.5	7.8
CC(C)CCN1C(=O)CC(NNC(=O)c2ccc(S(=O)(=O)N3CCCC3)cc2)C1=O (centres undefined)	2.6	-0.2	3.3	-10.2	-16.8	-2.7	8.8	0.6
CC1(C)CC2CC(C)(CN2C(=O)C23CCC(C)(C(=O)O2)C3(C)C)C1 (centres undefined)	-1.5	x	x	-7.1	-2.3	7.9	6.4	0.2
CCc1sc(C(=O)N2CCN(CC(=O)Nc3cccc(F)c3)CC2)cc1C	0.0	-0.1	-9.0	12.8	7.8	-4.9	-73.0	-2.5
